# Bioassay records deposited in PubChem BioAssay by several laboratories.
# MrgX1 PAM – allosterically activates human MrgX1 receptor signaling. B-score at 10 µM. AID 588675. MrgX1-HEK293, Fluo-4 calcium flux, FDSS; hits give high values. Q96LB2. hit rate 0.63% among 310,000;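 active = plate-corrected calcium response at least 3 library SD above typical, normal starting fluorescence, not activating the receptor alone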;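 also: compound read alongside a low EC10 to EC30 dose of BAM8-22 agonist; peak minus trough fluorescence over baseline measured at the second addition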
# TRPC4 block – inhibitors of mouse TRPC4 channel; hit rate 0.39% among 300,000; B-score at 10 µM; Q9QUQ5; HEK293 TRPC4beta/mu-opioid, DAMGO-evoked Fluo4 calcium flux; hits give low values; AID 2247;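 active = B-score over 3 SD under the library average, no early fluorescence shift, positive overall ratio signal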
# Target sequence (Q9QUQ5 whole entry, looked up): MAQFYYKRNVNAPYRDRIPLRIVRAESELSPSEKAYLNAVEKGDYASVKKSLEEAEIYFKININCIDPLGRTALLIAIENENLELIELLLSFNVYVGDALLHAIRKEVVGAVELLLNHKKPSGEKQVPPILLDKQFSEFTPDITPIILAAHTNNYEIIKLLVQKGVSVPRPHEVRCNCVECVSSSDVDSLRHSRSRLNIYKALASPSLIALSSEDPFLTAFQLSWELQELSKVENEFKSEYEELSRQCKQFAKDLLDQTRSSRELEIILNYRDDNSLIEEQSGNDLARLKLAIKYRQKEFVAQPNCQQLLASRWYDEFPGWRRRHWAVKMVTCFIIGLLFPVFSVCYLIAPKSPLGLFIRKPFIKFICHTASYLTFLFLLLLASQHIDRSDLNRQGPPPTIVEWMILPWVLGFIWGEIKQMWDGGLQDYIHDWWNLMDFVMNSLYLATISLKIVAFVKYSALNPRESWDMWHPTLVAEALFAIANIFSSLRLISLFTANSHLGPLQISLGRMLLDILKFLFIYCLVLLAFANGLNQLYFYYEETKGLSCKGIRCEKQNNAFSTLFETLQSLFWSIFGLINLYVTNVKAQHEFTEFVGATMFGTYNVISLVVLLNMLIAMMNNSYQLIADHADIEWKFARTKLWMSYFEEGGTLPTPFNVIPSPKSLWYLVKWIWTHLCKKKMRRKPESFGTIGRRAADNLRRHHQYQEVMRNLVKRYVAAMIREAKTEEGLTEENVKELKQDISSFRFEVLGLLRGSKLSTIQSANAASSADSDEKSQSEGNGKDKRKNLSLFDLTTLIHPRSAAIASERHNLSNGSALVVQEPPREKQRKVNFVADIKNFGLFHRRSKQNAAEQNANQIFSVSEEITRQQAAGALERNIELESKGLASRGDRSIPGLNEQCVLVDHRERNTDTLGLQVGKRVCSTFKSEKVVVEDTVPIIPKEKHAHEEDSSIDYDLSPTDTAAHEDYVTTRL
#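 Material: HEK293 cells with stable TRPC4beta plus mu-opioid receptor expression; probe or stimulus: DAMGO in two steps, submaximal then maximal; technique: Fluo4 calcium fluorescence by kinetic imaging, 5 s 1 Hz baseline; measure: integrated fluorescence ratio relative to baseline, converted to per-well B score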
# TRPC6 inh – blocks the mouse TRPC6 cation channel | Q61143 | HEK293-TRPC6, membrane potential dye, ACh-evoked depolarization; hits give low values | B-score at 10 µM | hit rate 1.1% among 310,000;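 active = B-score under library mean minus 3 SD, initial fluorescence not abnormally high, positive integrated signal ratio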;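 also: B-score derived from integrated fluorescence ratio over the kinetic read; more negative B-score means stronger inhibition of depolarization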
# Platelet DG rel – platelet dense granule release activity; AID 1663; inhibition, %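 (compounds screened at 7.5 µM in platelet-rich plasma)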; human platelet-rich plasma, SFLLRN dense granule ATP release, luminescence; hit rate 0.22% among 300,000;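 active = mean replicate score, as percent of positive control, at or above 50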
# TRPC6 act – activates the mouse TRPC6 cation channel | HEK293-TRPC6 membrane potential dye fluorescence; hits give high values | Q61143 | B-score at 10 µM | hit rate 0.13% among 310,000;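 active = B-score of the integrated fluorescence ratio above library mean plus 3 SD, and starting fluorescence ratio within library mean plus 5 SD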;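 also: higher score means more depolarization so channel activation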
# MrgX1 antag – human MrgX1 receptor antagonism, primary screen | Q96LB2 | MRGX1-HEK293 calcium flux, Fluo-4, BAM8-22 antagonism; hits give low values | B-score at 10 µM | hit rate 1.3% among 310,000;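 active = calcium-response B-score plate-corrected more than 3 library SD below zero, starting fluorescence within 5 deviations, no agonist response on first addition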;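 also: peak minus trough fluorescence over baseline after final BAM8-22 challenge near maximal dose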
# MrgX1 ag – activates human MrgX1 receptor signaling; B-score at 10 µM; hit rate 0.44% among 310,000; MrgX1-HEK293 cells, Fluo-4 calcium fluorescence, agonist mode; hits give high values; Q96LB2;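 active = calcium response B-score plate-corrected fluorescence ratio at least 3 library SD, with starting fluorescence B-score inside 5 SD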
#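 Test system: HEK293 cells stably expressing human MrgX1 receptor; Input: fifteen thousand cells per well; Dosing: compound delivered in addition one of three; Schedule: overnight seeding, then 1 h dark dye loading; Technique: Fluo-4 NW calcium fluorescence; Measure: B-scored fluorescence response ratio; Controls: positive and negative controls per plate.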
# HIF act – HIF pathway transcriptional activation; U2OS HRE-luciferase reporter, luminescence; normalized: DMSO 0%, desferrioxamine 100%; activation, % at 7.5 µM (by protocol); hit rate 0.32% among 300,000;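 active = mean activation of at least 10% of the iron chelator positive control signal, with at least half of replicates also reaching 10%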
# SKKanGAS inh – SKKanGAS growth inhibition; S. pyogenes SKKanGAS, kanamycin growth, BacTiter-Glo, 6 h; inhibition, % at 7.5 µM; hit rate 1.3% among 300,000; AID 1662;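 active = mean replicate score, as percent of positive control median, at least 50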;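 also: strain carries kanamycin resistance gene driven by streptokinase promoter and grows in 40 µg/ml kanamycin; loss of luminescence reflects streptokinase promoter inhibition or plain growth inhibition; 0% = median of DMSO wells and 100% = positive control at its reference dose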
# RGS4 inh – human RGS4 inhibition; B-score at 10 µM; HEK293 M3R/RGS4 inducible, Fluo-4 calcium flux; hits give high values; triggered by carbachol at its EC20; hit rate 0.45% among 310,000; P49798; AID 463165;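 active = B-score, a plate-corrected calcium signal, over three deviations above library mean, with baseline fluorescence within five deviations of library mean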;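 also: RGS4 expression induced by doxycycline in cells with stable M3 receptor; B-score is computed from the integrated fluorescence ratio over baseline after carbachol; higher B-score means a larger calcium signal and so more RGS4 inhibition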
# RGS4 pot – potentiators or activators of RGS4 | HEK293 M3R/inducible RGS4, carbachol calcium flux Fluo4; hits give low values | B-score at 10 µM | hit rate 0.92% among 310,000 | AID 463111;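 active = B-score of the integrated calcium signal more than 4 SD below the library mean, with starting fluorescence not abnormally high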;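 also: negative B-score means reduced calcium response which marks RGS4 activation or potentiation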
#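 Also added: carbachol at ECmax as muscarinic agonist stimulus; Assay system: HEK293 cells with stable M3R and inducible RGS4; Timing: overnight RGS4 induction, 30 min dye load 37 °C, 20 min compound RT; Measured by: Fluo4-AM (2 µM) calcium-flux fluorescence, kinetic read.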
# * = called active by the depositor; i = inactive; x = not tested or not shown. Random draw from the library. About 6.1% of those tested had a hit in this group.
Molecule | MrgX1 PAM | TRPC4 block | TRPC6 inh | Platelet DG rel | TRPC6 act | MrgX1 antag | MrgX1 ag | HIF act | SKKanGAS inh | RGS4 inh | RGS4 pot
CC(=O)Nc1ccc(NC(=O)CSc2nnc(-c3cccs3)n2C)cc1 | i | i | i | -7 | i | i | i | -0.2 | -2 | i | i
CCOC(=O)C1(CCOc2ccccc2)CCN(Cc2cc(OC)c3c(c2)OCO3)CC1 | i | i | i | -9 | i | i | i | -0.5 | 1 | i | i
Cc1ccc(S(=O)(=O)N(CCCO)CC(O)CON=C2c3ccccc3-c3ccccc32)cc1 (centres undefined) | i | i | i | 19 | i | i | i | x | 24 | i | i
CCOC(=O)CNC(=O)CSc1nc(C)cc(C)c1C#N | i | i | i | -6 | i | i | i | 0.6 | 4 | i | i
Brc1cnc(N2CCOCC2)nc1N1CCCCC1 | i | i | i | -7 | i | i | i | 0.1 | 9 | i | i
COc1ccc(S(=O)(=O)NCC(=O)NC2CC2)cc1OC | i | i | i | -7 | i | i | i | 0.1 | -2 | i | i
O=C(O)c1c(-c2ccccc2)nnc2ccccc12 | i | i | i | -7 | i | i | i | -0.6 | 2 | i | i
O=C(CCC(=O)NC1CCCCC1)N/N=C/c1ccncc1 | i | i | i | -6 | i | i | i | 0.1 | -11 | i | i
O=Cc1ccc(-c2cc(Cl)ccc2Cl)[nH]1 | i | i | i | -2 | i | i | i | 0.0 | 1 | i | i
CCOC(=O)C1(Cc2cccc(OC)c2)CCN(Cc2cccnc2)CC1 | i | i | i | 5 | i | i | i | 0.1 | -4 | i | i
COC(=O)c1cc(=O)nc2sc(-c3ccc(F)cc3)nn12 | i | i | i | -3 | i | i | i | -0.4 | -16 | i | i
COc1ccc(NS(=O)(=O)c2cc3c(cc2C)N(C)CCO3)c(OC)c1 | i | i | i | 2 | i | i | i | -0.3 | -3 | i | i
Cc1ccccc1CC(=O)N1CCCC1 | i | i | i | 10 | i | i | i | -1.3 | 7 | i | i
CCCCOc1ccc(C(=O)Oc2cc(C)[nH]c(=O)c2[N+](=O)[O-])cc1 | i | i | i | -6 | i | i | i | 0.3 | -2 | i | i
Cc1ccc(N2C(=O)c3cccc(Oc4ccc(Cl)cc4)c3C2=O)c(C)c1 | i | i | i | -3 | i | i | i | -0.3 | -10 | i | i
Cn1c2ccccc2c(=O)c2ccc(C#CC3(O)CCCCC3)cc21 | i | i | i | 0 | i | i | i | -1.3 | 63* | i | i
Cc1cc(C(=O)CSc2nnc3c(Cl)cc(Cl)cn23)c(C)n1C | i | i | i | 5 | i | i | i | 0.2 | -4 | i | i
CCC(C)c1ccccc1NC(=O)c1[nH]c(C)c(C(C)=O)c1C (centres undefined) | i | i | i | 4 | i | i | i | 0.1 | 14 | i | i
Cn1c(=O)c(=O)n(C)c2cc(S(=O)(=O)N3CCCC3C(=O)NCc3cccnc3)ccc21 (centres undefined) | i | i | i | -3 | i | i | i | -0.4 | -17 | i | i
COc1ccc(S(=O)(=O)N2CCN(S(=O)(=O)c3ccc(C(F)(F)F)cc3)CC2)cc1C | i | i | i | 6 | i | i | i | 0.9 | -1 | i | i
Cc1cccc(C)c1N1CCN(S(=O)(=O)N2CCOCC2)CC1 | i | i | i | -2 | i | i | i | -0.5 | 2 | i | i
CCNc1nc(SCCOc2ccc(Br)cc2)nc(N(C)C)n1 | i | i | i | 11 | i | i | i | 0.0 | 10 | i | i
NC(=O)CN1CCCC1c1ccc2c(c1)OCCO2 (centres undefined) | i | i | i | 12 | i | i | i | 1.1 | 0 | i | i
N#Cc1c(N)nc(SCC(=O)OCc2ccccc2)c(C#N)c1-c1ccco1 | i | i | i | 4 | i | i | i | 0.9 | 2 | i | i
CCOc1ccc(CCNC(=O)CCNS(=O)(=O)c2ccc(Br)cc2)cc1OCC | i | i | i | 0 | i | i | i | 0.2 | -3 | i | i
CCOC(=O)C1=C(c2ccccc2)ON(C)C1c1ccccc1 (centres undefined) | i | i | i | -6 | i | i | i | -0.1 | 8 | i | i
COC(=O)C1=C(C)N(CCc2c[nH]c3ccccc23)C(=O)/C1=C\N(C)C | i | i | i | -6 | i | i | i | x | 6 | i | i
Cc1ccc(NC(=O)C(=O)NC(C)C2COc3ccccc3O2)cc1 (centres undefined) | i | i | i | -36 | i | i | i | 0.4 | 6 | i | i
CSCCC(NS(=O)(=O)c1ccc2c(c1)oc(=O)n2C)C(=O)NC1CCCCC1 (centres undefined) | i | i | i | -5 | i | i | i | -0.4 | 2 | i | i
C=CCN(C(=O)c1cccc(N2C(=O)C3CC=CC(C)C3C2=O)c1)c1ccccc1 (centres undefined) | i | i | i | 3 | i | i | i | 0.4 | 9 | i | i
CN1CCc2c(C#N)c(N3CCCCC3)nc(NCc3ccccc3)c2C1 | i | i | i | -2 | i | i | i | 0.0 | 10 | i | i
CC(C)=CCc1c(O)cc2c(c1O)C(=O)CC(c1ccccc1)O2 (centres undefined) | i | i | i | 1 | i | i | i | -0.1 | 10 | i | i
O=C1OCc2cc(-n3cccc3)ccc21 | i | i | i | 5 | i | i | i | -0.4 | -4 | i | i
COc1ccc(NS(=O)(=O)c2cn(C)cn2)c(OC)c1 | i | i | i | 5 | i | i | i | 0.2 | -10 | i | i
Cc1cc(C(=O)NNC(=O)Nc2ccccc2)no1 | i | i | i | -8 | i | i | i | -0.2 | 3 | i | i
O=C(c1ncc[nH]1)c1ccco1 | i | i | i | 0 | i | i | i | -0.4 | -6 | i | i
O=C(CNC(=O)c1cccc(F)c1)N/N=C/c1ccc(O)c([N+](=O)[O-])c1 | i | i | i | 30 | i | i | i | -0.7 | -3 | i | i
C=CCC1(CC=C)CCCN1C(=O)c1cc(COc2cccc(OC)c2)on1 | i | i | i | 9 | i | i | i | 0.2 | 0 | i | i
COc1ccc(/C=N/NC(=O)c2ccc(N3CCCC3=O)cc2)cc1 | i | i | i | 14 | i | i | i | -9.8 | -8 | i | i
Cc1ccc(Nc2nc(/N=C/N(C)C)n[nH]2)cc1C | i | i | i | 2 | i | i | i | 2.5 | -1 | i | i
Cc1cc(O)c(-c2cc(C(=O)NCc3ccc4c(c3)OCO4)[nH]n2)cc1C | i | i | i | -2 | i | i | i | -0.1 | -9 | i | i
O=C(CN1C(=O)CCC1=O)Nc1cccc2c1C(=O)NC2=O | i | i | i | 37 | i | i | i | -0.1 | -9 | i | i
O=C(CN1CCN(Cc2ccccc2)CC1)Nc1ccc(N2CCOCC2)cc1 | i | i | i | -4 | i | i | i | -0.4 | -4 | i | i
CCN1C(=O)c2ccccc2S(=O)(=O)c2ccc(C(=O)NCCOC)cc21 | i | i | i | -6 | i | i | i | -15 | 0 | i | i
COc1cccc(OC)c1C(=O)OCC(=O)Nc1ccc(OC(F)(F)F)cc1 | i | i | i | 4 | i | i | i | 0.2 | -11 | i | i
CCOC(=O)C(C)N1N=C(/C=C/c2ccc(OC)cc2)CCC1=O (centres undefined) | i | i | i | 7 | i | i | i | 0.0 | 0 | i | i
Cc1ccc(C)c(S(=O)(=O)NCC(=O)N2CCCC2)c1 | i | i | i | 9 | i | i | i | 0.1 | 2 | i | i
COC(=O)C1(C)NC(c2cccs2)C2C(=O)N(c3ccc(F)cc3)C(=O)C21 (centres undefined) | i | i | i | -3 | i | i | i | -0.3 | -5 | i | i
CC(C)(C)c1ccc(C(CC(=O)O)NC(=O)Cc2ccccc2)cc1 (centres undefined) | i | i | i | 0 | i | i | i | 0.4 | -2 | i | i
CC(C)(C)CC(C)(C)Nc1c(-c2ccc(O)cc2)nc2cnccn12 | i | i | i | 0 | i | i | i | 0.2 | -12 | i | i
COc1ccc(C)cc1NC(=O)C1CCCN1C(=O)OCc1ccccc1 (centres undefined) | i | x | x | -5 | x | i | i | -0.2 | -2 | x | x
O=C(O)c1ccc2nc3c(nc2c1)-c1ccccc1C3=O | i | i | i | 16 | i | i | i | 0.4 | 16 | i | -11*
CC1CCCN(CCC(=O)Nc2ccc(F)c(F)c2)C1 (centres undefined) | i | i | i | -6 | i | i | i | 1.2 | 0 | i | i
COc1ccc(OC)c2[nH]c(=O)c(CCNC(=S)NC(C)(C)C)cc12 | i | i | i | 13 | i | i | i | -0.2 | 9 | i | i
COc1ccc(CCN(C)CCCN2CC(c3ccccc3)CC2=O)cc1OC (centres undefined) | i | i | i | 3 | i | i | i | 0.1 | -6 | i | i
CC(C)(C)NC(=O)NC(=O)CN1C(=O)NC(C)(c2ccccc2)C1=O (centres undefined) | i | i | i | 2 | i | i | i | 0.1 | 6 | i | i
FC(F)Oc1ccc(NC(=S)NC2CCCCCCC2)cc1 | i | i | i | 1 | i | i | i | 1.2 | 23 | i | i
O=C(NC1CCN(S(=O)(=O)c2ccc(Cl)c(F)c2)CC1)c1cccnc1 | i | i | i | -8 | i | i | i | -0.6 | 4 | i | i
Brc1ccc(CN2CCSCC2)cc1 | i | i | i | -2 | i | i | i | 0.0 | 4 | i | i
CCCCSc1nc2c(cnn2-c2ccc(F)cc2)c(=O)[nH]1 | i | i | i | 1 | i | i | i | -0.1 | -1 | i | i

# (continued)
Molecule | MrgX1 PAM | TRPC4 block | TRPC6 inh | Platelet DG rel | TRPC6 act | MrgX1 antag | MrgX1 ag | HIF act | SKKanGAS inh | RGS4 inh | RGS4 pot
COC(=O)c1sc(-c2ccccc2)cc1NC(=O)c1ccc(OC)cc1 | i | i | i | -19 | i | i | i | 0.0 | -1 | i | i
O=C(Nc1ccc(F)cc1)Nc1cnccn1 | i | i | i | 15 | i | i | i | 0.5 | 3 | i | i
NC(=O)Cn1nnc(-c2ccccc2NC(=O)c2cnccn2)n1 | i | i | i | 1 | i | i | i | 0.5 | 7 | i | i
O=C(CN1C(=O)c2ccccc2S1(=O)=O)Nc1ccc(S(=O)(=O)N2CCCCC2)cc1 | i | i | i | 2 | i | i | i | -0.4 | -4 | i | i
Cc1cc(N2C(=O)C(=O)/C(=C(/O)c3ccc(Cl)cc3)C2c2cccc(Br)c2)no1 (centres undefined) | i | i | i | 0 | i | i | i | -0.1 | 45 | i | i
Cc1ccc(CCNC(=O)C2CCCN(S(C)(=O)=O)C2)cc1 (centres undefined) | i | i | i | 1 | i | i | i | -0.3 | 0 | i | i
